# High-throughput results deposited in PubChem BioAssay by several laboratories.
# PvdQ inh – blocks Pseudomonas aeruginosa PvdQ acylase activity; actives 0.063% (n = 340,000); inhibition, % at 10 µM; purified PvdQ acylase, fluorescence plate reader; in the data active = inhibition above about 30%, passing the limit was not always enough;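 also: 0% = vehicle neutral wells and 100% = reference inhibitor wells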
# LANA DNA inh – inhibitors of KSHV LANA C-terminal domain DNA binding. MBP-C-LANA/FAM-LBS DNA binding, fluorescence polarization. inhibition, % at 9 µM. actives 0.078% (n = 340,000). AID 504423;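 active = highest replicate inhibition at or above 60% at 9 µM, even if other replicates fall short; inactive = all replicates below 60% inhibition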;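 also: 0% = neutral control wells and 100% = 4 µM acridine orange control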
# SR-BI DiI inh – mouse SR-BI HDL lipid transfer inhibition | Q61009 | ldlA[mSR-BI] CHO cells, DiI-HDL uptake fluorescence, 3 h | inhibition, % at 12.5 µM | actives 0.96% (n = 320,000);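 active = mean replicate inhibition of at least 70% and a set share of replicates each scoring 70 or more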;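 also: 0% = median of neutral control wells and 100% = median of positive control wells; values of inactives mirror those of a sister screen read the other way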
# Arrestin-AP2 inh – human beta-arrestin and AP2 interaction inhibition. FITC-arrestin peptide / GST-AP2 beads, flow cytometry; AP2 beta2 appendage carries R879A mutation. inhibition, % at 10 µM. actives 0.31% (n = 340,000);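 active = inhibition above a set limit, near 3 SD of compounds lacking own fluorescence, cut at about 54% in these data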;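 also: plate controls were DMSO wells for no effect and 5 µM unlabelled arrestin peptide for full effect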
#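 Material – AP2 appendage R879A on GSH beads · Buffer or medium – PBS with 0.05% Tween 20 and 0.1% BSA · Probe or stimulus – fluorescein-tagged arrestin peptide at 50 nM final · Incubation – compound with beads 12 min RT, then probe 1 h RT · Detection – high-throughput flow cytometry of beads, ex 488, em 535 nm · Evaluation – percent response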
# Keap1-Nrf2 PPI – disrupts human Keap1 binding to Nrf2 peptide | inhibition, % at 9.4 µM | AID 504523 | actives 0.15% (n = 340,000) | Keap1 Kelch-Nrf2 peptide fluorescence polarization, 1536-well; in the data active = inhibition above about 12%;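 also: human Keap1 Kelch domain with fluorescein labeled Nrf2 9mer peptide probe; 0% = neutral control wells and 100% = peptide positive control; higher means more block of Keap1 binding to Nrf2 peptide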
# Target sequence (Q14145 whole entry, looked up, the tested form may be a part): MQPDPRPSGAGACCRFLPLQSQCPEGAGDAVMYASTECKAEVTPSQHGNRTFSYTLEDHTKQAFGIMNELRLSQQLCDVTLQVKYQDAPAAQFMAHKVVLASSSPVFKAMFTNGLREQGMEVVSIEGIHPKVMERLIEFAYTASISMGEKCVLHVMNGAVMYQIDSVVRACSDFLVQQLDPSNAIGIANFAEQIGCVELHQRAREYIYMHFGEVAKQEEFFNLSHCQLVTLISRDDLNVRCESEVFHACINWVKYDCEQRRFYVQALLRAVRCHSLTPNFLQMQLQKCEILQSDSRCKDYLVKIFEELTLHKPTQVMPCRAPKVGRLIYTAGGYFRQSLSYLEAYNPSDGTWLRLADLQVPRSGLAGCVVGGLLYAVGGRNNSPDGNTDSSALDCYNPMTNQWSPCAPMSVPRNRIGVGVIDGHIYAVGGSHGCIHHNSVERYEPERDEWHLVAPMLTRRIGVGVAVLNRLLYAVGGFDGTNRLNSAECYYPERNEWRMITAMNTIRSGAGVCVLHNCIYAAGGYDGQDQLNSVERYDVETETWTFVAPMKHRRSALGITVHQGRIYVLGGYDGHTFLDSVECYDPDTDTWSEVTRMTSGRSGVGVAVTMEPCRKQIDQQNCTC
# DAGLB inh – blocks human DAGLB lipase activity | Q8NCG7 | inhibition, % at 5.17 µM | HEK293T DAGLB membrane lysate, EnzChek fluorogenic substrate | actives 0.059% (n = 340,000); in the data active = inhibition above about 34%;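 also: 0% = enzyme with vehicle and 100% = wells lacking enzyme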
# NSD2 HMT inh – inhibitors of human histone methyltransferase NSD2. actives 0.54% (n = 310,000). AID 743445. NSD2 peptide methylation, AlphaScreen, 120 min. inhibition, % at 12.5 µM. O96028; in the data active = inhibition above about 50%
# PKA-R2B act – PKA-R2B complex activation. P22694+P31323. PKA-R2B holoenzyme dissociation, Cy5-IP20 fluorescence polarization; R2B truncated from residue 108, S112A mutant; 0% DMSO only, 100% 113 µM cGMP. activation, % at 11.4 µM. actives 0.079% (n = 340,000);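 active = activation above a cutoff set at the mean over all compounds plus 3 SD, cut at about 18% in these data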;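 also: higher means more holoenzyme dissociation and a rise in polarization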
# Target sequence (P31323 whole entry, looked up, other chains not shown, the tested form may be a part): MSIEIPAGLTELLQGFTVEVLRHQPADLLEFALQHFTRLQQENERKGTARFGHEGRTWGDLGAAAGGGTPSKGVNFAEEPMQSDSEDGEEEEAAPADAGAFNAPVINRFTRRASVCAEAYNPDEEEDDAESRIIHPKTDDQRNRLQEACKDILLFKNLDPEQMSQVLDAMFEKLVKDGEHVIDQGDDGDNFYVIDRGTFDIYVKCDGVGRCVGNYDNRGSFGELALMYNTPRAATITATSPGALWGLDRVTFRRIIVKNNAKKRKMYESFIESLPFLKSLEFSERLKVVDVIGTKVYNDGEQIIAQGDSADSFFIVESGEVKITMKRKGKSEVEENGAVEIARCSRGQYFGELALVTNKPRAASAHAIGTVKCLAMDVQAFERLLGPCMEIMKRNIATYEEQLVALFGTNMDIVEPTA
# SR-BI uptake up – SR-BI HDL lipid transfer activation. CHO ldlA[mSR-BI] cells, DiI-HDL uptake fluorescence, 3 h; 100 = double the neutral-control signal. activation, % at 12.5 µM. actives 0.096% (n = 320,000);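 active = mean replicate activation of at least 60% and every replicate at or above 60%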;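 also: 0% = median plate neutral-control signal and 100% = twice that signal; values of inactives mirror those of a sister screen read the other way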
#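 System: CHO ldlA[mSR-BI] cells / Medium: HEPES-buffered (25 mM, pH 7.4) F12 plus 0.5% BSA / Probe or stimulus: labelled HDL, 10 µg/mL / Doses: single compound concentration, delivered by pin transfer / Schedule: 3 h, 37 °C / Measured by: DiI fluorescence, bottom read / Measure: cell-associated DiI fluorescence as measure of HDL uptake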
# RTF Ca sens inh – cardiac RTF calcium desensitization. inhibition, % at 7.15 µM. P19429+P45379. IANBD-labeled cardiac RTF, Ca2+ fluorescence. actives 0.12% (n = 340,000);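 active = inhibition above the mean inhibition of all tested compounds plus 3 SD, cut at about 17% in these data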;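 also: assay run at fixed EC70 calcium of 1.6 mM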
# * marks the source's active call; other numbers are inactive results; · = not tested or not shown.
SMILES,PvdQ inh,LANA DNA inh,SR-BI DiI inh,Arrestin-AP2 inh,Keap1-Nrf2 PPI,DAGLB inh,NSD2 HMT inh,PKA-R2B act,SR-BI uptake up,RTF Ca sens inh
CCOC(=O)C1CCN(C(=O)c2ccc(NC(=O)C3CCCO3)cc2)CC1 (stereo not drawn),7,-0.5,-28,18,-1,-1,-4,4,28,-8
CC(C)C(=O)Nc1ccc(S(=O)(=O)Nc2nccc(/C=C/c3ccccc3)n2)cc1,-11,-0.8,-7,-1,-1,4,2,1,7,3
Cc1cc(OCCN2CCOCC2)ccc1Cl,-19,-2.1,-13,6,0,1,-3,0,13,-4
COc1ccc(C(=O)Nc2cccc(NC(=O)c3ccc(OC)cc3OC)n2)c(OC)c1,2,3.9,35,14,-3,-2,-1,3,-35,-11
COc1cc(NS(=O)(=O)c2cccc3nsnc23)c(C(=O)O)cc1OC,4,0.2,·,8,-3,5,0,-12,·,1
CCc1sc(NC(=O)COC)nc1-c1ccccc1,2,-0.7,9,5,-3,0,-1,-20,-9,-5
COc1nc(N2CCCC2)nc(-n2nnc(C(C)=O)c2C)n1,-6,1.9,16,9,2,-4,0,-8,-16,-7
c1ccc(-n2nnc3c(N4CCOCC4)ncnc32)cc1,-8,-1.4,12,1,-6,0,-4,-5,-12,-12
O=C(O)Cc1ccc(C(=O)c2ccc(F)cc2)s1,-11,-1.5,-10,9,-7,1,4,5,10,-2
Cc1ccc(NC(=O)CSc2n[nH]c(-c3ccco3)n2)c(C)c1,-13,0.3,-20,-6,-4,-1,·,-29,20,0
COc1ccc2cc(C#N)c(Cl)nc2c1,8,0.1,0,-4,0,·,1,·,0,·
O=C(O)c1cccc(NC(=S)NC(=O)c2ccc(-c3ccc(Cl)cc3)o2)c1,9,5.9,22,8,-3,4,-6,4,-22,-4
COc1ccc(CN(CC(=O)NC(C)C)C(=O)CCC(=O)Nc2nccs2)cc1,-17,-0.9,·,1,-5,-2,3,-10,·,-7
CCOC(=O)Nc1cc2c(cc1C(C)=O)OCO2,-13,0.6,11,0,-5,-3,-4,-6,-11,3
Cc1[nH]c(=O)nc2c1CCC2,-12,0.3,22,6,-2,-1,0,0,-22,-9
COc1ccccc1CCC(=O)OCC(=O)Nc1ccc(S(N)(=O)=O)cc1,-5,-1.1,-6,1,-3,-3,-5,1,6,-3
NC(=O)C(=O)NCCCN1CCOCC1,-8,0.3,7,-18,2,1,-1,-3,-7,-6
COc1ccc(C(=O)C2CCCN(S(=O)(=O)c3cccnc3)C2)c(C)c1 (stereo not drawn),5,-0.9,24,43,-2,-4,0,-13,-24,-1
Fc1ccc2nc(C3CCCCN3Cc3nc(CC4CC4)no3)[nH]c2c1 (stereo not drawn),10,0.8,-10,-15,-4,-1,29,-11,10,-3
CCc1nc(CN2CCCC(C(=O)c3ccc4c5c(cccc35)CC4)C2)c(C)[nH]1 (stereo not drawn),-3,1.4,39,15,2,-1,6,-5,-39,11
CC/C(C)=N/NC(=O)c1[nH]c2ccc(C)cc2c1-c1ccccc1,-2,-1.8,17,-5,0,-13,2,-15,-17,-1
Cc1ccc(S(=O)(=O)CCNC(=O)Cc2ccccc2)cc1,7,-1.6,-18,·,4,-1,-3,-4,18,7
O=C(COc1ccc(F)cc1)N(Cc1cccc(Br)c1)C1CCS(=O)(=O)C1 (stereo not drawn),-12,0.8,-6,-2,5,0,-5,-1,6,-1
COc1ccc(-n2ncc3c(N4CCN(Cc5ccccc5)CC4)ncnc32)cc1,-5,1.2,22,-8,-4,-4,·,-9,-22,-9
COc1ccc(C2=NC(=O)NC2c2ccc(OC)cc2)cc1 (stereo not drawn),-13,3.4,-5,-14,-2,3,1,4,5,-6
COc1ccc(-n2nc3c(c2NC(=O)COc2ccccc2)CS(=O)(=O)C3)cc1,-4,-1.8,-2,4,1,2,-4,3,2,-1
CC(=O)Nc1c(C(=O)c2ccc(F)cc2)oc2ccccc12,-11,5.1,-11,-2,-5,0,-2,8,11,-5
CCN(CC)CCN1C2=C(C(=O)CC(C)(C)C2)C(c2cccc(F)c2)C2=C1CC(C)(C)CC2=O,10,10,-14,2,-4,2,·,-2,14,0
CCOc1ccc(N(CC(=O)NC2CCCCC2)S(=O)(=O)c2ccc(C)cc2)cc1,-11,0.7,·,-4,-3,-2,-1,-1,·,-20
Cc1c(C(=O)Nc2ccc(S(=O)(=O)Nc3ncccn3)cc2)oc2ccccc12,-12,1.6,-7,-6,-2,3,7,-1,7,0
CCOc1ccc(C2C(C(=O)c3ccc(C)o3)=C(O)C(=O)N2CCCN(CC)CC)cc1 (stereo not drawn),-14,0.9,-16,-1,-1,1,6,-9,16,3
CCNc1ccc(C(=O)OCC(=O)N(Cc2ccccc2)C(C)(C)C)cc1[N+](=O)[O-],-7,0.3,10,4,0,-1,2,-1,-10,-4
CC(C)(C)c1ccc(C(=O)Nn2cnnc2)cc1,-13,-1.0,1,-1,-7,0,-1,11,-1,5
Oc1ccccc1CN1CCCN(Cc2ccccc2O)C1,-7,0.5,-29,12,2,6,8,4,29,9
Cc1cccc(OCCCCCN2CCOCC2)c1C,-10,-2.7,-12,12,-3,-2,-1,-8,12,-8
O=C(O)c1sc2cc(C(F)(F)F)cnc2c1-c1ccccc1,17,0.8,0,8,-2,1,1,-7,0,-7
COCCNc1cc(C)nc2cc(-c3ccc(C)cc3)nn12,-3,-1.0,48,10,-4,-1,0,2,-48,-1
CC1=C(C(=O)OCc2ccccc2)C(c2ccccc2OS(=O)(=O)c2ccc([N+](=O)[O-])cc2)NC(=O)N1CCCC(=O)O (stereo not drawn),0,0.2,1,11,-3,6,·,-8,-1,3
Cc1ccc(CN2CCC(CNC(=O)Nc3ccccc3F)CC2)cc1,3,0.3,-8,-1,3,-7,-1,-12,8,1
COc1ccccc1C(=O)N/C(=C\c1ccc(Br)cc1)C(=O)NCCC(=O)O,-9,-1.1,-6,4,-4,0,-2,4,6,2
CC(=O)N/C(=C/c1ccc(OS(=O)(=O)c2ccc(C)cc2)cc1)C(=O)Nc1ccc(C(=O)O)cc1,-1,37,-1,-12,2,-1,·,-14,1,11
C/C(=N/Nc1ccc(C)cc1)C1(C)N(O)C(C)(C)C(c2ccco2)=[N+]1[O-] (stereo not drawn),-3,-0.3,5,-2,-3,0,1,-4,-5,3
CCOC(=O)c1cc(CC)sc1NC(=O)COC(=O)c1cc[n+]([O-])cc1,-5,1.2,-11,15,2,1,-4,-1,11,-4
O=C(CN(Cc1ccc(Cl)cc1)C(=O)CNS(=O)(=O)c1ccc(F)cc1)NCC1CCCO1 (stereo not drawn),-13,-1.4,-9,6,-2,-2,0,-2,9,-9
O=C(OCc1ccccc1)C1=NNC2C(=O)N(Cc3ccccc3)C(=O)C12 (stereo not drawn),-12,0.6,-21,-34,-1,-6,1,1,21,-4
C=CCOc1c(CNn2cn[nH]c2=S)cccc1OC,0,0.5,-2,1,-2,0,-4,1,2,-12
COCCNC(=O)C1CCCN(c2ncccn2)C1 (stereo not drawn),-10,0.0,-1,-9,-9,-1,-2,-2,1,3
COc1ccc(CN2CCN(c3ccccc3OC)CC2)cc1OC,2,·,-2,6,-3,-2,2,-6,2,-3
CC(Oc1ccc(F)cc1)C(=O)Nc1ccccc1C(=O)N1CCCCC1 (stereo not drawn),-6,-0.2,-4,25,1,0,19,0,4,-8
Cc1cc(OC(=O)c2ccco2)c(Sc2ccccc2[N+](=O)[O-])c(=O)o1,3,-0.4,-3,3,4,-2,3,2,3,-3
Cc1cc(=O)oc2cc(OCC(=O)OCC(=O)Nc3ccccc3F)ccc12,-11,0.2,·,9,-3,-1,-2,0,·,-11
COc1cccc(CNS(=O)(=O)c2ccc3c(c2)CC(C)N3C(=O)C2CCC2)c1 (stereo not drawn),-19,0.3,-5,-2,2,-12,-3,0,5,-4
Cc1ccc(S(=O)(=O)N2CCC(Oc3ccc(-n4cnnn4)cc3)CC2)cc1,-10,1.5,-9,-7,3,3,-17,-1,9,-2
COc1ccc(CNc2oc(-c3ccccc3)nc2C#N)cc1,-1,-6.9,7,7,-3,-4,·,-3,-7,-17
O=C(CSc1nnc(Nc2ccccc2)s1)NCc1cccs1,-7,-1.6,-11,-5,0,3,5,-17,11,12
COc1ccc(C(=O)C(Sc2nnc(C)c(=O)[nH]2)c2ccc(OC)cc2)cc1 (stereo not drawn),1,0.9,-22,26,-3,4,-2,-2,22,10
COc1ccc(OC)c(-n2nnnc2SCC(=O)NCc2ccc3c(c2)OCO3)c1,5,-0.6,25,-2,-2,0,-1,10,-25,3
Cc1ccccc1Nc1sc(C(=O)Nc2cccc(Cl)c2)c(N)c1C(N)=O,-8,1.3,-6,·,1,2,-2,2,6,-7
COc1ccccc1-c1c(C)nn2c(N3CCC4(CC3)OCCO4)cc(C)nc12,-3,0.1,59,1,2,0,-4,4,-59,-11
Cc1cc(Cl)c2oc(C(=O)N(C)C3CCOC3)c(C)c2c1 (stereo not drawn),11,-0.5,4,7,6,-3,6,-2,-4,-3

# Ordered by the number under DAGLB inh (rising): some entries from above
SMILES	DAGLB inh
COc1cccc(CNS(=O)(=O)c2ccc3c(c2)CC(C)N3C(=O)C2CCC2)c1 (stereo not drawn)	-12
CC(Oc1ccc(F)cc1)C(=O)Nc1ccccc1C(=O)N1CCCCC1 (stereo not drawn)	0
COc1ccc(C(=O)C(Sc2nnc(C)c(=O)[nH]2)c2ccc(OC)cc2)cc1 (stereo not drawn)	4

# Later entries
SMILES,PvdQ inh,LANA DNA inh,SR-BI DiI inh,Arrestin-AP2 inh,Keap1-Nrf2 PPI,DAGLB inh,NSD2 HMT inh,PKA-R2B act,SR-BI uptake up,RTF Ca sens inh
C=CCOc1c(Br)cc(/C=N/O)cc1OCC,-3,4.3,24,34,3,-2,0,-7,-24,2
C=CCn1c(SCC(=O)Nc2ccc(-c3nc4ccc(C)cc4s3)cc2)nnc1-c1ccncc1,-1,1.4,33,4,-10,0,2,-8,-33,-8
Cc1ccc(S(=O)(=O)NCCc2ccc(S(N)(=O)=O)cc2)cc1,-10,0.3,3,8,-6,0,0,2,-3,-4
O=C(CCCC(=O)N(CC(=O)NC1CCCCC1)c1ccccc1F)Nc1ccccn1,-6,10,-12,-3,1,2,-2,-1,12,-3
Cc1ccc(C(=O)N/N=C\c2cc3c(cc2Br)OCO3)s1,-1,-0.5,67,-12,4,-2,0,-9,-67,0
CC(=O)/C(N=Nc1ccc(SC(F)F)cc1)=C(\C)O,9,-0.1,44,12,5,-6,1,3,-44,-6
